Screening data (PubChem BioAssay)
Menin-MLL TR inh = displaces Texas Red mutant MLL peptide from human menin | Menin + Texas Red MLL mutant peptide, fluorescence polarization | 0.23% of 270,000 active | Potency, µM (doses to about 61.6 µM), for the others: at the top dose FP activity change, negative = inhibition, usual class: inhibitors | AID 1768 | O00255; active = well fitted inhibition curve with a large enough effect in the polarisation, with a control signal flat, not every such curve was filed as active; inconclusive = small, poorly fitted or top-dose-only effect, or effect the other way, or a change in a side signal; inactive = no such curve, though single readings can be large or run the other way; the % refers to the polarisation; note: potency is the fitted concentration of half-maximal effect; % of control where 0% means no effect; many of its hits are not listed in these tables
PKM2 activator = activators of human pyruvate kinase M2 | P14618 | 0.34% of 260,000 active | Potency, µM (doses to about 57.5 µM), for inactives: at the top dose activation, hits mostly activators | purified PKM2, Kinase-Glo ATP luminescence, activation; response scale: 0% is enzyme alone, no compound | AID 1631; note: potency is the fitted concentration of half-maximal effect; % is set by controls: 0 for no effect and ±100 for the full control effect; nearly all actives have a fitted effect of over 55% in size
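ATP formation by purified human PK-M2, quantified via coupled luciferase luminescence after 1 h at room temperature with 0.1 mM ADP and 0.5 mM PEP final.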
Tb PFK block = T. brucei PFK enzyme inhibition. T. brucei PFK, ADP-Glo luminescence. Potency, µM (titrated, usually from 57.5 µM), for inactives: at the highest dose activity, negative = inhibition, hits mostly inhibitors. O15648. 0.17% of 330,000 active;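 note: potency is the fitted concentration of half-maximal effect; 0% = uninhibited 1x PFK enzyme wells and -100% = no-enzyme wells; nearly all actives have a fitted effect of over 60% in size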
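In TEA buffer at pH 8.0 with 5 mM MgCl2, enzyme (1.25 nM) converted F6P (0.5 mM) and ATP (0.1 mM) for 45 min at room temperature. ADP product was read by luciferase luminescence.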
S-ASM inh = inhibitors of human secretory acid sphingomyelinase | P17405 | placental ASM, HMU-PC fluorogenic substrate, 60 min | Potency, µM (doses to about 57.5 µM), inactives show at the top dose activity change, negative = inhibition, usual class: inhibitors | 0.006% of 340,000 active; note: potency is the fitted concentration of half-maximal effect
Target sequence (P17405 47-631 limits assumed): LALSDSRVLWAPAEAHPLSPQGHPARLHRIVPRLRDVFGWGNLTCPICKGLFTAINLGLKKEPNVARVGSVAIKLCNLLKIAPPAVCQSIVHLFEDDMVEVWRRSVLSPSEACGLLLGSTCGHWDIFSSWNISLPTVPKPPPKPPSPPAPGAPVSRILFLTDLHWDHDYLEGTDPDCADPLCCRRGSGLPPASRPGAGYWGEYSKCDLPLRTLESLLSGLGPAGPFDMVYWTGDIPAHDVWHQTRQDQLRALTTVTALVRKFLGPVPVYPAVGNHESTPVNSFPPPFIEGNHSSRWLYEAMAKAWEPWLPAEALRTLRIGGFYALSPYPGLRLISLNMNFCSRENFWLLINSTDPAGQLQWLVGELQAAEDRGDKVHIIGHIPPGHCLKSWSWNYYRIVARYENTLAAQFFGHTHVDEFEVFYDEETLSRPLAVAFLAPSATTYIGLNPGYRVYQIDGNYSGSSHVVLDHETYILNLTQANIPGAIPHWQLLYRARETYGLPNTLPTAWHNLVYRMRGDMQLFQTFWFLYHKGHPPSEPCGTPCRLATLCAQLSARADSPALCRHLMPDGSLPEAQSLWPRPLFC
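Fluorescence read-out (Ex 386 nm, Em 447 nm) after stopping the reaction at pH 10. Enzyme: ASM from human placenta; substrate HMU-PC0, 9 uM final; 60 min, 37 °C. Compound preincubation 10 min, ambient temperature.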
GALK inhibitor = inhibitors of human galactokinase. P51570. Purified GALK, Kinase-Glo residual ATP luminescence. Potency, µM (top dose mostly 57.5 µM), for the others: at the highest dose activity change, negative = inhibition, most hits filed as inhibitors. 0.007% of 270,000 active; note: potency is the fitted concentration of half-maximal effect; % is set by controls: 0 for no effect and ±100 for the full control effect
Target sequence (P51570 whole entry, looked up): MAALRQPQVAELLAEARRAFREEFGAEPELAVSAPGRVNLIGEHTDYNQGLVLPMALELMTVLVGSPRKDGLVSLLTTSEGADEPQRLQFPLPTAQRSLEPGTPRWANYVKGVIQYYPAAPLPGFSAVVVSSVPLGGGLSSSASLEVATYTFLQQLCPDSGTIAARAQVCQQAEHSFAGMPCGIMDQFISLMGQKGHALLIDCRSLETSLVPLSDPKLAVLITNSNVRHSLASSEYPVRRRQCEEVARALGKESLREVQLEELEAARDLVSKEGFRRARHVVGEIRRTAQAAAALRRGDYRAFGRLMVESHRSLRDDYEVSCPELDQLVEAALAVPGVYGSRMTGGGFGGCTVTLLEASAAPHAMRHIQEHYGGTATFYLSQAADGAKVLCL
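ATP-depletion format; final 35 uM ATP, 100 uM D-galactose, 5 nM enzyme; pH 8.0 HEPES/Mg2+ buffer; 60 min RT; luminescence read 10 min after detection reagent.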
PTAP TSG101 blk = blocks PTAP/TSG101 interaction to inhibit HIV-1 budding | Fluorescence polarization, FITC-PTAP peptide / Tsg101 binding | Potency, µM (series often up to 115 µM), without a hit: top-dose activity change, negative = inhibition, hits mostly inhibitors | 340,000 tested, under 10 active; active = well fitted inhibition curve with a large enough effect in the main read-out, with a control signal flat, not every such curve was filed as active; inconclusive = small, poorly fitted or top-dose-only effect, or effect the other way, or a change in a side signal; inactive = no such curve, though single readings can be large or run the other way; note: potency is the fitted concentration of half-maximal effect; % of control where 0% means no effect
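Tsg101 binding domain (10 uM final) was mixed with compound and a FITC-labeled PTAP peptide (50 nM final) in HEPES pH 7.5 buffer with NaCl, Tween 20, EDTA and TCEP; fluorescence polarization was read after 20 min at r.t.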
Giardia killer = kills Giardia lamblia; Giardia lamblia trophozoite viability; activity change, % at 7.66 µM, hits read low; 0.15% of 340,000 active; AID 540267; in the data active = activity change below about -80%; inconclusive = between about -30% and that limit;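 note: parasites exposed to compound for two days anaerobically before the ATP read; % is set by controls: 0 for no effect and ±100 for the full control effect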
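Viability, read as ATP luminescence: trophozoites at 100 cells/well, compound added, 48 hrs anaerobic at 37 deg C, then 15-30 min room-temperature development before reading.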
BCR signal inh = chronic active BCR signaling inhibition. 0.05% of 340,000 active. AID 493014. ABC-DLBCL IkBa-CBG/CBR reporter, luminescence ratio, 4 h. Potency, µM (series often up to 46.1 µM), for inactives: at the top dose ratio change, negative = lower green/red ratio, actives largely listed as inhibitors; active = well fitted inhibition curve with a large enough effect in the signal ratio, with a control signal flat, not every such curve was filed as active; inconclusive = small, poorly fitted or top-dose-only effect, or effect the other way, or a change in a side signal; the % refers to the signal ratio;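 note: potency is the fitted concentration of half-maximal effect; plate controls were basal doxycycline-induced cells for no effect and cells given 10 µM MG132 for full effect; MG132 reads +100%, hits lower the ratio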
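Compounds up to 46 uM were incubated four hours with TMD8 cells whose green CBG68 luciferase is fused to IkappaBalpha; red CBR luminescence normalised the signal, and concentration-effect curves were fitted to fusion, red and ratio data.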
a7 integrin act = integrin-mediated muscular dystrophy alleviation activation | AID 624291 | 0.064% of 350,000 active | Potency, µM (series often up to 38.3 µM), for inactives: top-dose activation, usual class: activators | alpha7betagal myoblasts, beta-gal FDG fluorescence, 48 h;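 note: potency is the fitted concentration of half-maximal effect; 100% = response of the positive control SU9516; nearly all actives have a fitted effect of over 60% in size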
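alpha7betagal+/- myoblasts (passage 13, 250/well) treated 48 h at 37C with compounds at 1:260 dilution of DMSO stock. Lysed, then beta-galactosidase activity read as FDG fluorescence (ex 480/em 540) after 30 min, with pre-read for autofluorescence.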
FBPA coupling cs = counter-screen for Giardia aldolase inhibitors: coupling enzyme system; 0.67% of 290,000 active; AID 2472; coupling enzyme system counterscreen, AmpLite Red fluorescence; activity change, negative = inhibition, % at 58.2 µM, hits read low; in the data active = activity change below about -30%; note: % is set by controls: 0 for no effect and ±100 for the full control effect
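Counterscreen lacking aldolase: glyceraldehyde-3-phosphate coupling-enzyme reagent preincubated 10 min at RT with compound (at 57.5 uM final), then substrate/coupling system with AmpLite Red added; fluorescence read at 525/598 nm after 20 min RT.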
B2AR arrestin = agonists driving beta-arrestin recruitment to human beta2-adrenergic receptor; 0.02% of 330,000 active; Potency, µM (series often up to 46.1 µM), for inactives: top-dose activation, usual class: activators; P07550; AID 492947; beta-arrestin recruitment to beta2AR, cell-based reporter;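 note: potency is the fitted concentration of half-maximal effect; 0% = DMSO controls and full agonism = EC100 isoproterenol or metaproterenol; nearly all actives have a fitted effect of over 65% in size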
Numbers without * were called inactive; i = inactive; ? = inconclusive; · = no result given; [ ] = remark or other dose. Unless noted, calls come from the whole dose curve; as a rule, active = well fitted curve in the direction sought with a large enough effect; inconclusive = small, poorly fitted or top-dose-only effect, or another doubt; inactive = no such curve, though single readings can be large; an effect the other way counts as inactive or inconclusive.

SMILES	Menin-MLL TR inh	PKM2 activator	Tb PFK block	S-ASM inh	GALK inhibitor	PTAP TSG101 blk	Giardia killer	BCR signal inh	a7 integrin act	FBPA coupling cs	B2AR arrestin
Cc1cnc(NC(=O)CSc2nnc(Cc3ccccc3)n2C)s1	-9%	-1%	-6%	5%	0%	-5%	4	2%	-7%	1	0.2%
CCOC(=O)C1(C(F)(F)F)N=C(N(C)C)OC(N(C)C)=N1	-8%	-1%	0%	5%	-1%	-5%	-6	-1%	2%	3	0.5%
CCc1ccccc1NC(=O)CN(C)C(=O)CSc1nnc(Nc2cccc(C)c2C)s1	-7%	-7%	0%	3%	1%	-2%	-29	-7%	-6%	2	-2.9%
COc1cc(C(=O)OCC(=O)NC2CCCC2)cc(NC(=O)c2ccco2)c1OC	-3%	1%	4%	1%	1%	-4%	8	2%	-30%	3	0.1%
Cc1noc(C)c1NC(=O)NC(c1ccccc1)c1ccccc1	·	0%	0%	2%	-1%	-7%	20	-21%	19%	1	3.4%
C=CCNC(=S)NCc1ccccc1	·	-15%	0%	2%	·	0%	5	?	26%	-5	0.4%
COc1ccc(Cc2nnc(CCc3ccccc3)s2)cc1	?	-3%[11.5 µM]	-4%	2%	6%	-2%	7	-2%	?	-1	-0.1%
Cc1ccc(-c2noc(-c3cccs3)n2)cc1	21%	7%	0%	-7%	5%	-1%	1	5%	-7%	-2	0.4%
CCOc1cc(NC(=S)NCC2CCCO2)c(OCC)cc1NC(=O)c1ccccc1F (stereo unspecified)	-1%	8%	-2%	3%	16%	-1%	4	?	-25%	-1	0.0%
COc1ccc(C(=O)CC(c2ccccc2)C2CCCCC2=O)cc1 (stereo unspecified)	2%	5%	1%	0%	-1%	-2%	2	7%	6%	4	-0.2%
COc1ccccc1NC(=O)c1ccc(-n2cncn2)nc1	-13%	-4%	-1%	-1%	-2%	0%	14	1%	-1%	12	0.5%
CN(CC(=O)Nc1ccc(Cl)cc1)C(=O)c1ccc(COc2ccccc2)cc1	·	·	-5%	-1%	·	-1%	12	?	22%	·	-0.1%
O=C(Nc1ccccc1F)c1cc(S(=O)(=O)N2CCOCC2)ccc1N1CCOCC1	·	·	-4%	-1%	·	0%	-8	5%	6%	·	-0.4%
COc1cc(C(=O)OCC(=O)c2ccccc2)cc2c1OCCO2	·	·	-13%	1%	·	-9%	3	-1%	?	·	-0.1%
CCN(CC(=O)Nc1ccc(NC(C)=O)cc1)C(=O)c1cccc(-n2cccc2)c1	·	·	-12%	-1%	·	-1%	-1	?	6%	·	0.0%
Cc1cc(CC(=O)O)c(C)cc1CC(=O)O	-1%	-13%	2%	0%	0%	-2%	5	-1%	-6%	6	-0.1%
COc1ccc(-n2nc3cc(C)c(N)cc3n2)cc1Cl	?	-2%	2%	i	-1%	-4%	18	?	-3%	-4	-0.2%
COC(=O)c1cc(S(=O)(=O)N2CCN(Cc3ccccc3)CC2)c[nH]1	3%	·	4%	0%	-3%	-5%	27	6%	?	0	-0.2%
CC(=O)N1c2ccc(S(=O)(=O)N3CCC(C(=O)NCCc4ccc(Cl)cc4)CC3)cc2CC1C (stereo unspecified)	·	·	0%	-7%	1%	-5%	13	-5%	-28%	·	0.0%
Cc1ccc(NC(=O)c2sccc2C)cc1[N+](=O)[O-]	?	-16%	-6%	-8%	0%	-3%	2	-6%	-10%	-3	-0.6%
C=CCn1c(C)cc(C(=O)COC(=O)COc2ccccc2C#N)c1C	2%	-1%	1%	4%	2%	-2%	-11	-3%	18%	-5	0.0%
O=C(CSc1ncn[nH]1)NC1CCCc2ccccc21 (stereo unspecified)	1%	-1%	-1%	3%	5%	-5%	4	-1%	-4%	-1	0.0%
N#Cc1nc(-c2ccc(OCc3ccccc3Cl)cc2)oc1NCCCn1ccnc1	5%	-21%	-10%	·	-3%	·	·	1%	·	-4	-0.4%
Cc1ccc(S(=O)(=O)CCSC(=N)N)cc1	-2%	1%	0%	3%	4%	-2%	-2	?	-57%[inhibitor]	2	-0.3%
O=C(Nc1nc2c(F)cc(F)cc2s1)C1CCN(C(=O)c2ccc(F)cc2)CC1	·	·	-3%	1%	·	-6%	38[activator]	13%	-16%	·	0.0%
COc1ccccc1NC(=O)c1ccccc1SC	-13%	-3%	-4%	0%	0%	-2%	8	2%	-11%	-7	-2.2%
Cc1ccc(-c2nnc(CSc3nnc(C)s3)o2)cc1	0%	1%	-1%	1%	0%	-4%	6	0%	6%[7.66 µM]	0	5.1%
COCCN(C(=O)CSc1nnc(-c2ccccc2C)n1C)c1c(N)n(Cc2ccccc2)c(=O)[nH]c1=O	-13%	1%	-8%	5%	1%	-3%	4	4%	0%	0	0.1%
COc1ccc2cc3c(N)nn(C(=O)c4ccccc4Cl)c3nc2c1	·	20µM*	-2%	-6%	4%	-4%	5	?	1%	2	-0.8%
CC(=O)Nc1ccc(NC(=O)C/C(C)=N/NC(=O)COc2cc(C)c(Br)cc2Br)cc1	22%	1%	0%	-10%	-2%	2%	4	-9%	?	7	0.5%
Cc1cc(C(=O)NNC(=O)COc2ccccc2Cl)n[nH]1	26%	-1%	-2%	0%	1%	0%	0	0%	28%	0	-0.2%
Cc1cc(C)cc(N2CC(O)Cn3c2nc2c3c(=O)[nH]c(=O)n2C)c1 (stereo unspecified)	3%	·	5%	1%	-5%	0%	-11	-1%	-14%	3	-0.1%
CCc1nnc(NS(=O)(=O)c2ccc(N/C=C\C(=O)c3ccc4ccccc4c3)cc2)s1	?	8%	3%	203%[activator]	-1%	-3%	21	?	38%	5	0.0%
COc1ccc(N(C(=O)CCl)C(C(=O)NC2CCCCC2)c2cccnc2)cc1 (stereo unspecified)	-12%	0%	0%	1%	1%	2%	5	?	-47%[inhibitor]	2	-0.4%
CCN1C(=O)c2ccccc2S(=O)(=O)c2ccc(C(=O)NCc3cccnc3)cc21	13%	?	0%	0%	0%	0%	10	-9%	3%	3	-0.2%
CCC(C)NCCCOc1cc(Cl)ccc1Cl (stereo unspecified)	0%	-7%	-3%	4%	2%	-5%	5	-2%	-10%	0	-0.4%
O=C(c1ccco1)N1CCN(C(=O)c2snc3ccc(Cl)cc23)CC1	-14%	?	-1%	-1%	-3%	-4%	10	5%	8%	-1	-1.6%
N/C(CC(=O)Nc1ccc(F)cc1F)=N\OC(=O)c1cccs1	·	2%	-5%	-3%	1%	-2%	12	7%	25%	0	-0.2%
CCOC(=O)C1CCN(C(=O)c2ccc(OCC)c(OCC)c2)CC1	-9%	3%	-1%	0%	2%	0%	7	-5%	-23%	-3	3.0%
Cc1cc(C(=O)N/N=C/c2cccnc2)n[nH]1	·	2%	-2%	3%	-1%	-2%	-3	-7%	-4%	0	-0.1%
O=C(c1ccccc1)N1CCN(C(=O)c2nn3c(C(F)(F)F)cc(-c4ccco4)nc3c2Br)CC1	-23%	·	-2%	11%	1%	-9%	2	-6%	36%	-1	0.7%
NC(=O)c1nsc(C(=O)N(Cc2cccnc2)C(C(=O)NCc2ccc(F)cc2)c2ccc(F)cc2)c1N (stereo unspecified)	7%	-2%	-5%	83%[activator]	-1%	-3%	-20	0%	-23%	1	-0.3%
COc1ccc(C(=O)C2CCCN(C3Cc4ccccc4C3)C2)c(OC)c1 (stereo unspecified)	17%	4%	1%	2%	1%	-2%	-16	?	-13%	-2	0.1%
O=C(CCCn1c(SCc2cc(=O)n3ccccc3n2)nc2ccccc2c1=O)NCC1CCCO1 (stereo unspecified)	3%	-2%	-2%	-4%	-1%	1%	21	-2%	-6%	1	0.0%
Cc1ccnc(NC2c3ccccc3C(=O)N2Cc2ccccc2Cl)c1 (stereo unspecified)	-2%	9%	-3%	0%	-2%	-4%	-12	?	20%	3	0.0%
COc1ccc(NC(=O)Nc2ccc3c(c2)N(C)C(=O)CS3)cc1Cl	?	-2%	-2%	?	1%	2%	3	1%	8%	0	-0.2%
C/C(=N\NC(=S)NCc1ccccc1)c1ccc(C(C)(C)C)cc1	-6%	-3%	0%	-5%	-3%	-4%	-16	?	-42%	-1	0.3%

Taken from above:
O=C(CCCn1c(SCc2cc(=O)n3ccccc3n2)nc2ccccc2c1=O)NCC1CCCO1 (stereo unspecified) in PTAP TSG101 blk shows 1%
COc1ccc(C(=O)C2CCCN(C3Cc4ccccc4C3)C2)c(OC)c1 (stereo unspecified) in Giardia killer shows -16

A portion of the library, so the mix of outcomes need not match the whole.
